DAX1 inh-1: DAX1 (NR0B1) inhibitors, primary screen, cell-based, HEK293, Gal4-DAX1, luciferase luminescence. inhibition, % at 6.75 µM. HEK293 Gal4-DAX1 luciferase reporter. actives 0.99% (n = 340,000). AID 504766, 2011. Nuclear receptor subfamily 0 group B member 1 (Homo sapiens), P51843;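 active = inhibition above the mean over all tested compounds plus 3 SD, cut at about 4.2% in these data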;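 note: 0% = DAX1-transfected cells with DMSO and 100% = empty-vector control cells with DMSO; inhibition shows as a rise in luminescence from relieved DAX1 repression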
DAX1 inh-2: DAX1 (NR0B1) inhibitors on StAR promoter, primary screen, cell-based, luminescence, SF-1 (NR5A1), full-length DAX-1. HEK293T StAR-luciferase reporter, SF-1/DAX-1 repression relief. inhibition, % at 6.8 µM. actives 1.1% (n = 370,000). AID 652010, 2013;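 active = inhibition above the mean over all tested compounds plus 3 SD, cut at about 3.6% in these data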;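 note: 0% = DAX-1 cells with DMSO and 100% = cells lacking DAX-1 with DMSO; higher inhibition means more luminescence from relief of DAX-1 repression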
NPR1 activator: GC-A stimulated cGMP production enhancers – HEK293 GC-A cells, cGMP TR-FRET, EC30 ANP, primary screen; activation, % at 10 µM; Atrial natriuretic peptide receptor 1 (Homo sapiens), P16066; 0% at EC30 ANP, 100% saturating ANP; actives 0.14% (n = 370,000); in the data active = activation above about 40%
Target sequence (P16066 whole entry, looked up): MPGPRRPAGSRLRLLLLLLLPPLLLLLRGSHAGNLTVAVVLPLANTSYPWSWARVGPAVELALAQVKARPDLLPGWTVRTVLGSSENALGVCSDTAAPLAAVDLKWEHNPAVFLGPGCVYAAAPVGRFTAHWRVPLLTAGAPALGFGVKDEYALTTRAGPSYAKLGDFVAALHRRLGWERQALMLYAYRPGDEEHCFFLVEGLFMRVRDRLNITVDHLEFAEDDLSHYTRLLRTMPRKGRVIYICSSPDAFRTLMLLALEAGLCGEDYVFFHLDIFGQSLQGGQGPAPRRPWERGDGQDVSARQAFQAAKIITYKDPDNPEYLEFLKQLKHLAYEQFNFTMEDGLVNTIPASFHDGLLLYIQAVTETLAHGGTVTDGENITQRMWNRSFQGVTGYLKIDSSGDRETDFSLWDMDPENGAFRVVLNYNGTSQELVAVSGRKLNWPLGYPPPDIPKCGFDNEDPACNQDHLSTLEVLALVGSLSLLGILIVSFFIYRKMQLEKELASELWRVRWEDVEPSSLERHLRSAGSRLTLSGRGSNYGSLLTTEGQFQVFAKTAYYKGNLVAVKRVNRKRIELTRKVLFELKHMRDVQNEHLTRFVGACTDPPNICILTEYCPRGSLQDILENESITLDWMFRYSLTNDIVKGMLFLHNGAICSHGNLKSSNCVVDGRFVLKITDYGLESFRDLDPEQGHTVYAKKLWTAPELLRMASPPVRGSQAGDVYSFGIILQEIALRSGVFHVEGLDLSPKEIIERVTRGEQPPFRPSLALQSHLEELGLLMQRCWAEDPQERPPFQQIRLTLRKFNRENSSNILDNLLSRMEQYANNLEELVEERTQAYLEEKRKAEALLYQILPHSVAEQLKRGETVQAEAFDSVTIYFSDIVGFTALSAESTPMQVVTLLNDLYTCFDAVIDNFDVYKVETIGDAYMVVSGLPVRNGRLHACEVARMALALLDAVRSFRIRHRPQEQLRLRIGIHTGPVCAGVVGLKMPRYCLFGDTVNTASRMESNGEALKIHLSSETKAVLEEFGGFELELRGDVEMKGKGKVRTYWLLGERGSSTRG
GAA850 FXN act: FXN promoter activators, primary screen, cell-based, luciferase luminescence, HEK293 lucGAA850; activation, % at 6 µM; AID 540364, 2011; actives 0.56% (n = 360,000); HEK293 lucGAA850 FXN promoter luciferase reporter, 24 h; percent of 10 µM SAHA response;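 active = activation above the average of all compounds screened plus 3 SD, cutoff fixed separately per campaign, cut at about 7.5% in these data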;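 note: 0% = DMSO wells and 100% = 10 µM SAHA wells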
ADAM17 inh: ADAM17 inhibitors, primary screen, biochemical, QFRET. recombinant ADAM17, EDANS/DABCYL FRET peptide cleavage. actives 0.83% (n = 370,000). Disintegrin and metalloproteinase domain-containing protein 17 (Homo sapiens), P78536. AID 720648, 2013. inhibition, % at 6.95 µM;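 active = inhibition above the mean of compounds lying between control limits plus 3 SD, set per campaign, cut at about 8.5% in these data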;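 note: 0% = DMSO-only wells as the low control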
ssDAF-12 act: S. stercoralis DAF-12 nuclear receptor activators, primary screen, cell-based, luminescence, HEK293, GRIP1 co-expression, lit1-tk-luc; Nuclear hormone receptor DAF-12 (Strongyloides stercoralis); HEK293 ssDAF-12/GRIP1 lit1-tk-luc reporter; % of 3 µM dafachronic acid response; activation, % at 6.8 µM; actives 1% (n = 370,000); AID 652126, 2013;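 active = activation above the mean over all tested compounds plus 3 SD, cut at about 0.9% in these data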;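 note: 0% = DMSO-only wells and 100% = 3 µM delta7-dafachronic acid wells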
SMARCA2 act: SMARCA2 (BRM) function activators, primary screen, cell-based, luminescence, high throughput; activation, % at 9.1 µM; MG213 cells, MMTV-luciferase reporter, dexamethasone, overnight; actives 1% (n = 370,000); in the data active = activation above about 7.8%;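 note: 0% = vehicle wells and 100% = reference activator wells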
PG9 binder: binders of HIV-1 gp120 antibody PG9, primary screen, biochemical, TR-FRET; actives 0.43% (n = 360,000); TR-FRET gp120-PG9 antibody binding; AID 624416, 2012; inhibition, % at 6.7 µM; HIV-1 gp120 / PG9 antibody interaction; in the data active = inhibition above about 8.5%
hcDAF12 agonist: H. contortus DAF-12 nuclear receptor activators, primary screen, cell-based, luminescence, HEK293, lit1-tk-luc reporter; HEK293 hcDAF-12 lit1-tk-luc reporter; 0% DMSO, 100% Δ7-dafachronic acid; activation, % at 6.8 µM; actives 1.4% (n = 370,000); AID 652067, 2013;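 active = activation above the mean of all tested compounds plus 3 SD, cut at about 5.5% in these data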;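 note: 100% = response to 3 µM Δ7-dafachronic acid high control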
hgDAF12 agonist: H. glycines DAF-12 receptor agonists, primary screen, cell-based, luminescence, HEK293, GAL4 fusion, UAS-luciferase; Nuclear hormone receptor DAF-12 (Heterodera glycines), GAL4 fusion; HEK293 GAL4-hgDAF12 UAS-luciferase reporter, agonist luminescence; normalized to butyrate control; activation, % at 6.8 µM; actives 1.8% (n = 370,000); AID 687014, 2013;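 active = activation above a cutoff set at the mean of all screened compounds plus 3 SD, cut at about 10% in these data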;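 note: 0% = DMSO wells and 100% = sodium butyrate wells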
ADAM10 inh: human ADAM10 inhibitors, primary screen, biochemical, QFRET, HTS; recombinant ADAM10, EDANS/DABCYL FRET peptide cleavage, 3 h; Disintegrin and metalloproteinase domain-containing protein 10 (Homo sapiens), O14672; actives 0.62% (n = 370,000); inhibition, % at 7 µM;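 active = inhibition above a per-campaign cutoff equal to the mean of compounds falling between control-based bounds plus 3 SD, cut at about 20% in these data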;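 note: 0% = DMSO wells while the 100% control is not disclosed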
Numbers without * were called inactive; i = inactive; . = no result given; & = joins results of further samples.

#	molecule	DAX1 inh-1	DAX1 inh-2	NPR1 activator	GAA850 FXN act	ADAM17 inh	ssDAF-12 act	SMARCA2 act	PG9 binder	hcDAF12 agonist	hgDAF12 agonist	ADAM10 inh
1	Nc1ccc(C(=O)Nc2ccc3nc(-c4ccncc4)[nH]c3c2)cc1	0.7	0.3	2	2.4	-4	-1.8	0	-3.3	-1.6	0.9	-9
2	CCN(CC)S(=O)(=O)c1ccc(N2CCCC2)c(NC(=O)Cc2c(F)cccc2Cl)c1	0.1	-0.9	-7	2.0	-8	-1.1	-2	-3.0	-1.7	2.3	-8
3	O=C1NC(=S)SC1=Cc1cc(Br)ccc1O	0.7	-0.5	5	-1.5	4	-1.3	-3	-2.1	0.9	3.2	12
4	Cc1nc2oc3c(NCc4ccccn4)ncnc3c2c2c1COC(C)(C)C2	2.0	-0.7	14	2.3	-51	-1.4	-4	-0.3	-2.2	-3.0	-224
5	O=C(OC(C(=O)Nc1cccc(C(F)(F)F)c1)c1ccccc1)C1CCCCC1 (stereo not given)	-1.1	-0.5	-3	-1.5	12*	-1.1	2	-1.3	-1.7	-0.8	25*
6	CCCOc1ccc(C(CC(=O)O)NC(=O)c2cccs2)cc1 (stereo not given)	1.1	-0.4	5	0.0	-3	-0.7	-3	1.6	0.1	1.9	1
7	Cc1ccc(OCc2nc3ccccc3[nH]2)cc1	0.1	4.2*	2	2.4	-4	-0.3	14*	-2.4	6.0*	16*	1
8	Cc1cc(=O)oc2cc(NC(=O)Cc3ccccc3)ccc12	1.6	0.4	-7	1.5	-303	-0.9	-1	0.6	-0.6	6.2	i
9	CSc1ccc2[nH]c(=O)cc(C)c2c1	0.9	0.3	1	3.3	-132	-1.3	1	0.7	-0.3	-1.2	-305
10	COc1cc(CNC2CCCCCC2)cc(OC)c1O	1.7	0.9	3	-0.7	-2	-1.0	-2	-1.9	-2.0	-0.9	5
11	O=C(Cc1n[nH]c(=O)c2ccccc12)N/N=C/c1cc2c(cc1Cl)OCO2	-0.7	0.3	-2	-1.1	-3	-1.1	-3	1.5	0.3	2.0	1
12	CC1CCCN(S(=O)(=O)c2ccc3[nH]c4c(c3c2)CCCC4)C1 (stereo not given)	-0.2	-2.6	2	1.3	4	-1.3	-1	-0.6	-2.5	-0.3	2
13	Cc1ccc(S(=O)(=O)N2CCOCC2)c2nsnc12	0.9	0.2	2	-0.1	-5	-1.4	0	-0.2	-0.9	-3.6	2
14	COc1cccc(-c2ccc3ncnc(NCc4cc(C)cs4)c3c2)c1	-0.4	-0.7	7	-0.4	-5	-1.8	-2	1.9	-2.0	0.1	-3
15	CCC(NC(=O)c1cccc(Cn2nc(C)c([N+](=O)[O-])c2C)c1)c1ccc(C(C)C)cc1 (stereo not given)	1.1	-0.5	-1	3.1	-2	-1.9	3	-0.3	0.9	-0.5	-5
16	O=C(OCC#CCSc1nnc(-c2cccc3ccccc23)o1)c1cc2ccccc2o1	1.3	-0.1	-3	0.6	-2	-1.0	1	-0.2	-1.3	0.8	-13
17	CCOc1ccc(N(CC)S(=O)(=O)c2ccc3c(c2)oc(=O)n3C)cc1	-0.4	-0.6	3	-0.6	-1	-1.4	-1	-2.3	0.0	-2.1	0
18	CCN(CC)C(=O)CSc1nc2c(c(-c3cccnc3)c1C#N)CCCC2	-0.2	-1.0	-9	2.4	-1	-1.5	3	-4.2	-1.8	-1.5	-3
19	CNC1(c2nnnn2-c2c(C)cccc2C)CCOC(C)(C)C1 (stereo not given)	-1.1	0.1	2	1.1	-3	-1.2	-1	-2.1	-1.0	1.7	-6
20	Cc1cc(C)cc(N2C(=O)C3NN=C(C(=O)OCc4ccccc4)C3C2=O)c1 (stereo not given)	4.0	-0.2	4	2.9	-5	-0.8	-3	1.9	-0.8	-0.1	-4
21	Cc1oc2cc3oc(=O)c(CCC(=O)NCCCn4ccnc4)c(C)c3cc2c1C	3.4	1.0	8	1.6	-60	-2.1	2	-1.4	-2.4	2.0	-289
22	CCOc1ccc2[nH]c(=O)c(CN(CCN3CCOCC3)Cc3nnnn3C(C)(C)CC)cc2c1	0.8	-0.6	1	4.9	-158	-0.7	2	0.7	0.6	-0.5	-401
23	COc1cccc(/C(C)=N/N=C(\C)c2cccc(OC)c2)c1	3.6	0.6	-3	2.7	-3	-0.6	1	0.0	-1.6	1.4	-2
24	Cc1cccc(OCC(=O)NNC(=O)Nc2cccc(Cl)c2)c1C	1.4	0.1	-3	0.6	-3	-1.0	-1	-1.4	-0.5	1.4	2
25	O=C(NC1CCCc2ccccc21)C1CCN(S(=O)(=O)c2cccc3nonc23)CC1 (stereo not given)	-0.1	0.9	-9	-1.9	2	-0.9	-1	0.0	-0.8	1.3	5
26	CC(=O)c1cccc(N(C(=O)c2ccco2)C(C(=O)NC2CCCC2)c2ccccc2F)c1 (stereo not given)	-0.6	-0.1	-9	-1.3	-1	-0.5	1	-0.2	-1.7	1.4	-7
27	CCOC(=O)CN1C(=O)N[C@@H](c2cccc(C(F)(F)F)c2)[C@H](C(C)=O)[C@H]1C	-0.8	-0.7	2	1.4	-2	-1.2	0	-1.9	0.0	0.2	-4
28	CC(C)(C)c1cc(C(=O)NCCCn2ccnc2)cc(C(C)(C)C)c1	0.9	0.1	-4	2.2	1	-1.0	0	-1.2	-1.1	-1.7	6
29	Cc1cccc(N2Cc3ccc(Br)cc3C2)c1	3.7	0.5	-3	2.5	-1	-0.5	3	0.1	6.5*	5.6	-2
30	CCN(CC)S(=O)(=O)c1cc(NC(=O)C2=COCCO2)ccc1Cl	0.1	0.9	-1	1.8	2	-0.8	-3	-1.1	0.0	-1.5	11
31	C/C=C(\C)C(=O)NCCN1C2=NC[C@@H](C)N2C[C@@H]1Cc1ccc(OC)cc1	1.0	0.3	0	-0.7	0	-1.4	1	0.0	1.7	-0.2	3
32	COC(=O)C1(C(=O)OC)C[C@H](c2ccc(OC)cc2)N(Cc2ccccc2OC)[C@@H]1c1cccs1	.	-2.0&-1.4	-3&-1	.	2&1	-1.6&-1.1	-8&-1	0.4&0.1	0.5&1.4	2.6&5.7	5&3
33	NC(=O)c1c(NC(=O)CSc2nc(N)cc(=O)[nH]2)sc2c1CCCC2	0.1	-0.4	-2	-10	-8	-0.9	-1	0.9	-0.8	-0.9	-7
34	CCCCC(CC)C(=O)Nc1cc([N+](=O)[O-])ccc1F (stereo not given)	0.9	-0.5	-3	3.1	1	-2.1	0	-3.7	-0.4	-1.2	4
35	CC1CC2=C(NC(=S)NC2c2ccc(F)cc2)/C(=C/c2ccc(F)cc2)C1 (stereo not given)	0.3	1.0	-3	6.0	3	-1.2	0	-0.6	-1.4	2.1	6
36	CCOC(=O)Nc1ccc(S(=O)(=O)N2CCOCC2)cc1	0.6	0.4	-2	0.9	3	-0.8	-3	2.9	-0.2	0.1	0
37	Cc1cc(NC(=O)OC2CCCCC2)ccc1[N+](=O)[O-]	0.9	1.2	6	3.1	4	0.1	2	-3.0	1.7	17*	13
38	COc1cc(OC)cc(C(=O)NCC(=O)OCC(=O)Nc2ccc(C)c(S(=O)(=O)N3CCOCC3)c2)c1	1.0	-0.3	6	2.5	-1	-1.3	-3	1.4	-1.8	0.3	0
39	C/C(=N\Nc1ccc(S(N)(=O)=O)cc1[N+](=O)[O-])c1ccc2c(c1)OCO2	-0.7	-0.8	2	-0.5	0	-1.1	-2	-2.0	-0.1	1.7	-2
40	O=C(c1c[nH]c(C(=O)C(Cl)(Cl)Cl)c1)c1c(F)cccc1F	-0.4	-0.3	4	-0.6	2	-1.1	-2	2.0	0.1	3.5	-9
41	CC(=O)Nc1cccc2ncccc12	0.3	-0.1	0	2.1	-2	-1.2	2	2.2	0.4	1.4	3
42	C/C(CC(=O)Nc1ccccc1[N+](=O)[O-])=N\NC(=O)COc1ccccc1C	0.4	-0.7	1	-0.4	3	-0.6	-4	-1.0	1.0	1.3	7
43	Cc1ccccc1OCC(=O)N/N=C/c1cccc(Oc2ccc([N+](=O)[O-])cc2[N+](=O)[O-])c1	-0.8	0.8	0	0.9	-2	-1.4	0	-1.5	-1.3	3.5	-5
44	Clc1cccc(Cl)c1Cn1nnc(N2CCCC2)n1	1.3	0.8	-2	6.8	-4	-1.1	0	2.8	1.5	1.7	-9
45	C/C(CC1(O)/C(=N/O)CCc2nonc21)=N\O (stereo not given)	-0.6	-0.1	-2	-0.2	-6	-1.4	-2	1.3	-1.2	0.4	5
46	COCCNC(=O)Cc1c(C)c2c(cc(C)c3c(C(C)(C)C)coc32)oc1=O	-2.8	-0.9	2	-1.0	-163	-1.6	2	-1.8	-3.8	4.1	-440
47	O=C(OCCCN=C1NS(=O)(=O)c2ccccc21)c1ccccc1	1.4	-0.2	1	-0.5	-2	-1.1	-3	-0.3	-2.6	0.1	-6
48	O=C(Cc1ccccc1[N+](=O)[O-])NCc1ccc2c(c1)OCO2	1.3	1.9	1	5.1	2	2.2*	1	-0.6	8.8*	12*	15
49	CS(=O)(=O)N(CC(=O)N1CCN(c2ccccc2F)CC1)C1CCCCC1	2.8	0.1	2	1.5	-4	-1.3	-1	-0.5	-1.3	-1.5	-10
50	FC(F)(F)c1cccc(Oc2nc(-c3ccccc3)nnc2C(F)(F)F)c1	0.2	0.5	5	-0.2	-3	-1.8	1	2.0	1.6	0.6	-1
51	CCCCCO	0.4	1.8	-2	-1.7	-1	-1.7	-6	-2.2	-0.8	1.9	1
52	Cc1cc(C)c2oc(C(=O)Nc3ccc(S(=O)(=O)Nc4nccc(C)n4)cc3)cc(=O)c2c1	0.8	2.3	-4	3.3	-2	-1.6	-1	-0.4	0.0	-0.5	-6
53	CC1=C(C(=O)OCc2cc(C)on2)N2C(=O)[C@@H](NC(=O)OCc3cc(C)on3)[C@H]2SC1	-0.3	0.1	1	1.5	-3	-0.2	-1	-0.6	-0.2	0.3	-2
54	COc1cc(/C=C2\SC(N)=NC2=O)cc(OC)c1	0.5	0.0	19	-3.5	0	-1.2	-1	-0.7	-0.2	5.7	-1
55	CC[n+]1c(/C=C(\C)OC)sc2ccccc21	1.1	0.0	-2	1.8	-2	-0.5	-4	0.2	-2.5	1.7	-2

Screens from PubChem BioAssay.
